PhoP inhibition = PhoP-dependent GFP reporter repression – Salmonella Typhimurium, primary screen (AID 1863) | S. Typhimurium PhoP-regulated promoter GFP reporter, 4 h; higher % means a stronger effect | inhibition, % at 50 µM; hits with a dose series show IC50 in µM | 0.16% of 300,000 active;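 active means inhibition over 29.93%, a cutoff 3 SD above the screen mean, later confirmed by dose response; inconclusive means inhibition over 29.93% but no dose response follow-up; inactive means inhibition at most 29.93% or unconfirmed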;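 further: 0% = low Mg2+ inducing control and 100% = high Mg2+ repressing control; strong numbers were not always called active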
GPR55 activation = selective activators of receptor GPR55 – imaging, U2OS cells, beta-arrestin-GFP redistribution, primary screen (AID 1961); activation, % at 10 µM; hits with a dose series show EC50 in µM; U2OS GPR55 beta-arrestin-GFP redistribution imaging; higher % means a stronger effect; 0.048% of 290,000 active;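 active means activation above 40% with more than 50 cells counted in the well; inconclusive means wells holding fewer than 50 cells, flagged as toxic or sparse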;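 further: U2OS osteosarcoma cells stably expressing GPR55 and beta-arrestin-GFP; plate controls were DMSO negative control for no effect and LPI positive control for full effect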
NTR1 ag = NTR1-driven beta-arrestin-GFP spot formation – imaging, U2OS cells, high content, primary screen (AID 493036) | 0.17% of 330,000 active | P30989 | activation, % at 20 µM | agonist mode;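 active means activation at or above 40% of the spot to cytoplasm intensity ratio, with at least 20 cells analyzed; inconclusive means wells under 20 cells, flagged as cytotoxic or low count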;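 further: 0% = DMSO without peptide and 100% = 100 nM NTR1 peptide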
Target sequence (P30989 whole entry, looked up): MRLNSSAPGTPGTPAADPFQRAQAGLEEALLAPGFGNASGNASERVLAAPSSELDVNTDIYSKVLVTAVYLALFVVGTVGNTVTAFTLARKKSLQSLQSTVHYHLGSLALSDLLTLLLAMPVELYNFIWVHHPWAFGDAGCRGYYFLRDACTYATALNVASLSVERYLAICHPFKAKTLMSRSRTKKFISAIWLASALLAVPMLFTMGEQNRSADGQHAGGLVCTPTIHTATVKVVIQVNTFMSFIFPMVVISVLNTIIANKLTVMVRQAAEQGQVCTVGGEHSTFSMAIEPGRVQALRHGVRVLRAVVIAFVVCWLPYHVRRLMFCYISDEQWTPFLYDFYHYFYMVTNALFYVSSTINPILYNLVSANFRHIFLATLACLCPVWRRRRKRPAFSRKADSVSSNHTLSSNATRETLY
GPR55 antagonists = inhibition of LPI-stimulated GPR55 beta-arrestin translocation – imaging, U2OS, beta-arrestin-GFP, LPI agonist, primary screen (AID 2013). U2OS GPR55 beta-arrestin-GFP translocation imaging, LPI antagonism; higher % means a stronger effect. inhibition, % at 10 µM; hits with a dose series show IC50 in µM. 0.13% of 290,000 active;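 active means spots per cell inhibited over 60%, with over 100 cells counted and total cytoplasm intensity under 500,000; inconclusive means wells with under 100 cells, flagged as likely toxic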;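 further: U2OS cells stably carrying GPR55 and arrestin-GFP stimulated by 5 µM LPI near EC80; imaged beta-arrestin-GFP aggregate spots per cell after agonist stimulation; plate controls were LPI-stimulated DMSO wells for no effect and DMSO wells without LPI for full effect; some results filed as inactive read as strong as hits; confirmed hits need IC50 under 10 µM and bright autofluorescent wells are also inconclusive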
West Nile antiviral = West Nile virus antiviral activity, cell-based, CPE readout (AID 1621); CPE inhibition, % at 10 µM; hits with a dose series show IC50 in µM; 0.02% of 290,000 active; West Nile virus-infected cells, CPE inhibition; higher % means a stronger effect; in the data active means a potency from the dose series; inconclusive means CPE inhibition mostly from about 3.7% at the one dose, without a potency; inactive means the rest, 99 in 100 with CPE inhibition below about 2.2%; further: strong numbers were not always called active
KOR beta-arrestin-1 = kappa opioid receptor activators – cell-based, luminescence, uHTS, primary screen (AID 1777); activation, % at 10 µM, or EC50 in µM where a hit was titrated; 0.02% of 280,000 active; KOR beta-arrestin recruitment, luminescence; higher % means a stronger effect; in the data active means activation above about 50%, passing the limit was not always enough; further: a part of the inactive calls stands beside numbers as strong as those of hits
GPR35 antagonists = GPR35 antagonists blocking zaprinast-driven arrestin recruitment, primary screen, imaging, U2OS, beta-arrestin-GFP, zaprinast agonist (AID 2058); U2OS GPR35 beta-arrestin-GFP translocation imaging, zaprinast antagonism; higher % means a stronger effect; inhibition, % at 10 µM; hits with a dose series show IC50 in µM; 0.052% of 290,000 active;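 active means inhibition of at least 50% with at least 30 cells and total cytoplasm GFP at most 10,000,000; inconclusive means under 30 cells or total GFP of 10,000,000 plus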
KOR beta-arrestin-2 = kappa opioid receptor blockers – cell-based, luminescence, uHTS (AID 1778); inhibition, % at 10 µM, or IC50 in µM where a hit was titrated; 0.091% of 290,000 active; KOR beta-arrestin recruitment, luminescence, antagonist mode; higher % means a stronger effect; in the data active means inhibition above about 50%; further: strong numbers were not always called active
T cell HTS = T cell immune modulators affecting CD8 T cell-vesicle binding; 0.068% of 330,000 active; calls only at 7 µM; 2C CD8+ T cell-vesicle binding, flow cytometry; active compounds read low;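 active means response, share of CD8 T cells binding vesicles, and their 90th percentile fluorescence all below set limits, cut at about 80% in these data, passing the limit was not always enough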
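System: murine 2C transgenic CD8+ T lymphocytes; also added: QL9-loaded Drosophila micro-vesicles; times: binding 1.5 h at 37 °C; measured by: flow cytometry, PE anti-B7-1 (FL2) versus Alexa647 anti-CD8 (FL8), PFA-fixed; control set: Peptide-free naked vesicles (low) and QL9 vesicles with 0.7% DMSO vehicle (high)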
T cell HTS vesicle-bound % = further read-out of T cell HTS, marked with its call; double positive events, %; measured here: CD8+ vesicle-bound cell fraction;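 binding gate set so that unloaded-vesicle control wells show 10% double positive cells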
NTR1 ag cell count 20 µM = second read-out of NTR1 ag, no call of its own (marks repeat the call); cell count; measured here: cell count, cytotoxicity flag
An asterisk follows results filed as active; i = inactive; ? = inconclusive; · = not tested or not shown; [ ] = remark or other dose.

SMILES	PhoP inhibition	GPR55 activation	NTR1 ag	NTR1 ag cell count 20 µM	GPR55 antagonists	West Nile antiviral	KOR beta-arrestin-1	GPR35 antagonists	KOR beta-arrestin-2	T cell HTS	T cell HTS vesicle-bound %
C#CCCOC(=O)N1C2=NC(C(=O)OC)=C(C(=O)OC)[C@@H]3N(Cc4ccccc4)c4ccccc4[C@]23C[C@H]1C(=O)OC	-7%	-0.2%	0.3	96	12%	0.0%	-2.3%	-8%	18%	i	34
CCOC(=O)COc1c(C(=O)OC)sc2ncccc12	9%	-0.1%	-0.6	61	1%	-0.5%	-4.2%	0%	16%	i	27
CN(C(=O)COC(=O)/C=C/c1ccc(C(F)(F)F)cc1)C1CCS(=O)(=O)C1 (centres undefined)	-5%	-0.1%	0.1	92	18%	1.1%	0.6%	-3%	5%	i	11
CCCCC(=O)Nc1c(-c2ccc(OC)c(OC)c2)c(=O)c2ccccc2n1C	10%	0.0%	0.0	86	-5%	-0.1%	-23%	-4%	15%	i	42
CN(C)S(=O)(=O)c1ccc2nnn(O)c2c1	-4%	0.2%	0.0	62	-3%	-0.2%	-3.4%	-2%	-11%	i	38
COc1cc(C(=O)Nc2ccccc2NC(=O)c2cc(OC)c(OC)c(OC)c2)cc(OC)c1OC	11%	0.0%	-0.6	82	-1%	0.7%	-3.4%	-5%	-4%	i	54
O=c1c2ccccc2oc2cc(C#CC3(O)CCCCC3)ccc12	2%	·	8.9	98	·	-0.1%	·	·	·	i	17
Cc1c(Cl)cccc1S(=O)(=O)N1CCC(C(=O)NNC(=O)C2CC2)CC1	-5%	-0.3%	-1.0	52	9%	0.4%	-3.8%	-6%	28%[20 µM]	i	10
COc1ccc(/C=C2\SC(=S)N(N3CCOCC3)C2=O)c(OC)c1	4%	0.0%	7.8	42	-2%	-0.2%	4.9%	0%	1%	i	26
CN1CCCN(S(=O)(=O)c2ccc3c(c2)OCCO3)CC1	0%	0.1%	-2.3	72	6%	-0.4%	-1.9%	7%	-16%	i	12
Oc1cccc(/C=N/N2CCCCC2)c1O	13%	-0.2%	-0.7	93	0%	-0.3%	1.5%	-10%	26%	i	8
O=C(COC(=O)c1ccco1)NCc1ccccc1Cl	0%	-0.7%	0.0	50	7%	0.7%	-1.1%	-5%	4%	i	8
CCn1c(Cc2ccccc2)nnc1SCC(=O)Nc1ccc2c(c1)OCCO2	-4%	-0.1%	-1.1	83	0%	0.5%	-0.8%	-6%	21%	i	25
COc1cccc(N/C(SCc2ccccc2F)=C(/C#N)C(=O)NCc2cccs2)c1	3%	0.2%	4.2	63	11%	-1.1%	3.8%	4%	16%	i	52
Cc1cc(C)cc(N2Cc3ccccc3C2)c1	2%	0.2%	-2.7	62	8%	0.2%	-5.1%	0%	30%	i	25
CC(C)C(=O)NNc1nc2ccccc2s1	7%	-0.3%	0.6	50	12%	-0.6%	-3.2%	3%	3%	i	62
O=S(=O)(NCc1ccccc1)c1cccc2nsnc12	-9%	-0.2%	5.0	50	-7%	0.7%	0.8%	21%	13%	i	21
Cc1[nH]c2ccccc2c1C(c1ccccn1)N1CCC(C)CC1 (centres undefined)	-4%	0.0%	5.6	70	8%	?	5.2%	-5%	8%	i	43
Cc1cc(C)c(S(=O)(=O)N(C)CC(=O)NCCN2CCOCC2)c(C)c1	-2%	0.0%	-0.4	57	-8%	-0.6%	2.9%	3%	-9%	i	20
COCCN1CCCC(CNCc2cn(C)nc2-c2ccc(Oc3ccccc3)cc2)C1 (centres undefined)	-1%	1.1%	-0.9	36	-2%	42%	0.2%	12%	-6%[20 µM]	i	38
Cc1cc2nc(CCN(C(=S)NCC(C)C)C3CCCC3)[nH]c2cc1C	10%	-0.1%	4.0	42	2%	-0.7%	2.0%	-2%	-14%	i	27
CN(C)CCCNc1ncnc2sc(-c3ccccc3)cc12	1%	0.4%	0.5	60	-4%	?	2.0%	3%	16%	i	28
CCNC(=S)N(Cc1ccc2c(c1)OCO2)C1CC(=O)N(c2ccc(OC)cc2)C1=O (centres undefined)	5%	-0.4%	-0.4	49	8%	-0.3%	-7.3%	14%	34%	i	34
COc1ccccc1C(=O)Nc1ccnn1C1CCN(CCCC2CCCC2)CC1	11%	0.2%	-0.9	64	17%	0.6%	0.8%	10%	8%	i	16
COc1ccccc1N1CCN(c2nc(C)nc3c2oc2ccccc23)CC1	22%	-0.2%	·	·	-26%	0.1%	0.8%	1%	-85%	i	18
CCc1ccc2ncc(S(=O)(=O)c3ccc(C)c(C)c3)c(N3CCCC3)c2c1	4%	0.2%	14	50	16%	-1.4%	-0.1%	-12%	-30%	i	29
Cc1ccccc1NC1C=CS(=O)(=O)C1 (centres undefined)	13%	-0.1%	0.8	48	-1%	0.2%	-3.4%	2%	-1%	i	37
COc1cc(/C=C(\C#N)C(=O)Nc2ccccn2)ccc1O	3%	-0.2%	-1.7	69	5%	0.0%	1.4%	11%	3%	i	33
CCn1c(C)c(C(C)=O)c(N2CCN(C(=O)c3ccco3)CC2)nc1=S	-3%	-0.1%	-1.7	55	7%	1.3%	-7.7%	5%	32%	i	23
CCc1nnc(NC(=O)[C@@H](NC(=O)c2ccc(C(C)(C)C)cc2)C(C)C)s1	-13%	0.1%	0.9	48	16%	-0.9%	7.7%	4%	14%	i	14
Cc1cc(C(=O)OCC(=O)Nc2cc(S(=O)(=O)N3CCOCC3)ccc2Cl)c(C)o1	9%	-0.1%	4.9	79	7%	-0.5%	-8.4%	-2%	13%	i	7
COc1cccc(NC(=O)Cn2c(=O)oc3ccccc32)c1	14%	-0.1%	1.8	65	-10%	0.7%	-3.0%	-5%	42%	i	22
CC(C)(C)c1ccc(S(=O)(=O)N2CC(=O)Nc3ccccc32)cc1	12%	0.0%	1.7	68	-4%	-0.6%	-3.0%	15%	3%	i	22
C=CCN1C(=O)CSc2ccc(C(=O)OCC)cc21	0%	0.0%	1.9	102	-3%	-0.1%	-3.3%	34%	-6%	i	63
O=C1CS/C(=N\NC(=O)c2ccccc2)N1	4%	-0.2%	-0.8	50	2%	0.3%	0.2%	-12%	-2%	i	19
COc1ccc(CCn2c(-c3ccncc3)n[nH]c2=S)cc1OC	0%	0.0%	2.2	38	-6%	0.3%	-5.4%	-14%	23%	i	26
CC(C)NC(=O)C1(c2ccccc2)CC1(Cl)Cl (centres undefined)	-15%	0.7%	2.7	99	13%	0.8%	-4.7%	0%	26%	i	54
O=C(Nc1cccc(Cl)c1Cl)Nn1cnnc1	-6%	-0.1%	-0.6	42	13%	-0.2%	0.1%	-4%	-10%	i	17
Cc1c(NCc2nc3ccccc3[nH]2)c(=O)n(-c2ccccc2)n1C	13%	-0.2%	-0.6	61	8%	0.3%	2.0%	13%	10%	i	14
COc1ccccc1N1CCN(C(=O)CCc2ccccc2)CC1	-7%	0.4%	-1.1	60	-9%	-0.1%	0.3%	-4%	-4%	i	57
N#CC1=C(N)NC(SCc2ccc(Cl)cc2)=C(C#N)C12CCCCC2	9%	-0.4%	7.7	34	-9%	-0.4%	-4.1%	-29%	14%	i	53
C=CCC1(NC(C)c2ccccc2)CCCCC1 (centres undefined)	-12%	-0.4%	0.2	54	7%	0.0%	9.0%	-6%	-4%	i	22
CN(C(=O)CSc1nnc2ccccn12)C1CCS(=O)(=O)C1 (centres undefined)	2%	-0.1%	0.5	51	-7%	-0.2%	4.6%	2%	-14%	i	40
CCCN(CCC)CCNC(=O)C1CCN(S(=O)(=O)c2cccc3nsnc23)CC1	1%	-0.2%	-0.8	51	5%	-0.5%	-4.0%	1%	-30%	i	33
Cc1nc2cc(Cl)ccc2n1CCO	8%	0.2%	-1.3	80	2%	1.0%	-1.4%	5%	-5%	i	27
CC1=C(n2nnc3ccccc32)C(c2ccccc2)C(C#N)=C(N)O1 (centres undefined)	2%	-0.1%	1.2	49	-1%	0.3%	0.1%	-10%	-2%	i	67
COc1cc(CNC2CCCCCCC2)cc(Cl)c1OC	2%	-0.2%	0.5	47	-2%	-1.5%	1.9%	3%	-28%[20 µM]	i	52
Cc1ccc(NC(=O)CO/N=C/c2ccccc2C)c(C)c1	2%	1.1%	-0.3	57	9%	-1.8%	-2.1%	3%	6%	i	49
O=C(CNS(=O)(=O)c1cccc(Cl)c1)Nc1ccc(-c2nc3ccccc3s2)cc1	-8%	0.8%	6.0	58	-13%	2.5%	-3.3%	6%	24%	i	52
Cn1cc(/C=N/NC(=O)c2cc3cc(Br)ccc3o2)c2ccccc21	-10%	0.3%	4.8	52	11%	0.0%	4.5%	7%	-16%	i	53
Cc1ccc(-c2cc(C(=O)NCc3ccc4c(c3)OCO4)[nH]n2)c(O)c1C	-1%	-0.3%	5.0	61	17%	-0.5%	4.2%	4%	-11%	i	34
C/C(N)=C(/C#N)C(=O)COC(=O)c1cc2c(s1)CCCC2	5%	-0.3%	2.1	40	12%	·	-5.5%	-12%	3%	i	44
CCOc1ccc(C(C(=O)NCC2CCCO2)N(Cc2cccnc2)C(=O)c2snc(C(N)=O)c2N)cc1 (centres undefined)	·	0.9%	0.0	50	-6%	-0.2%	7.6%	-3%	-55%	·	·
Cc1cccc(N2CCN(CC(=O)Nc3ccc(S(=O)(=O)N4CCOCC4)cc3)CC2)c1C	4%	-0.1%	2.2	52	10%	0.3%	-3.4%	1%	-16%	i	23
COc1ccccc1N1CCN(S(=O)(=O)c2ccc(-c3ccc(=O)[nH]n3)o2)CC1	-10%	-0.2%	1.5	62	5%	-0.9%	-2.7%	-2%	-23%	i	11
O=C(CCCOc1ccc(Cl)cc1Cl)N/N=C\C1CCCCC1	1%	-0.1%	7.2	47	1%	0.0%	4.8%	10%	-21%	i	54
Cc1cccc(N2CN=c3s/c(=C\c4ccccn4)c(=O)n3C2)c1	1%	-0.1%	0.3	63	-2%	-0.2%	-2.7%	-5%	0%	i	41

Bioassay records from PubChem.
